# RGS7-Gao reg: human RGS7-Galphao interaction regulation; Multiplexed bead flow cytometry, RGS7-Galphao binding; actives lie on both sides; binding response (% of control), % at 10 µM; actives 0.35% (n = 220,000); AID 1439; in the data active means binding response below about 49% or above about 150%; inconclusive means no clear call, values can overlap the other calls; inactive means in between;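 further: fluorescent Galphao held in activated GDP-AlF4 state binding bead-coupled RGS7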
# Target sequence (P09471 whole entry, looked up): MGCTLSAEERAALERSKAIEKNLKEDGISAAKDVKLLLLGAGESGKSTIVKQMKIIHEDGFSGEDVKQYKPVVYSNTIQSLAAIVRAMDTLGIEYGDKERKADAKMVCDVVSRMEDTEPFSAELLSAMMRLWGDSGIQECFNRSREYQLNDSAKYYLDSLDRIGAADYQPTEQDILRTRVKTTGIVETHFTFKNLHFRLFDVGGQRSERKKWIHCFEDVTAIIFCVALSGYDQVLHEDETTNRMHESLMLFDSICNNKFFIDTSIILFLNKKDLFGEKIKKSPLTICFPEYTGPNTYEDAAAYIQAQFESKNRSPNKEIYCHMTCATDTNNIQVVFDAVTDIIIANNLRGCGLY
# ABCG2 inh: inhibitors of human ABCG2 transporter, ABCB1 counter-screen; AID 1325; Q9UNQ0; actives 0.1% (n = 190,000); inhibition, % at 6.6 µM; IgMXP3 cells, JC-1 efflux, flow cytometry;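 active means inhibition above 80%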;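 further: 0% = DMSO and 100% = nicardipine control wells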
# Target sequence (Q9UNQ0 whole entry, looked up): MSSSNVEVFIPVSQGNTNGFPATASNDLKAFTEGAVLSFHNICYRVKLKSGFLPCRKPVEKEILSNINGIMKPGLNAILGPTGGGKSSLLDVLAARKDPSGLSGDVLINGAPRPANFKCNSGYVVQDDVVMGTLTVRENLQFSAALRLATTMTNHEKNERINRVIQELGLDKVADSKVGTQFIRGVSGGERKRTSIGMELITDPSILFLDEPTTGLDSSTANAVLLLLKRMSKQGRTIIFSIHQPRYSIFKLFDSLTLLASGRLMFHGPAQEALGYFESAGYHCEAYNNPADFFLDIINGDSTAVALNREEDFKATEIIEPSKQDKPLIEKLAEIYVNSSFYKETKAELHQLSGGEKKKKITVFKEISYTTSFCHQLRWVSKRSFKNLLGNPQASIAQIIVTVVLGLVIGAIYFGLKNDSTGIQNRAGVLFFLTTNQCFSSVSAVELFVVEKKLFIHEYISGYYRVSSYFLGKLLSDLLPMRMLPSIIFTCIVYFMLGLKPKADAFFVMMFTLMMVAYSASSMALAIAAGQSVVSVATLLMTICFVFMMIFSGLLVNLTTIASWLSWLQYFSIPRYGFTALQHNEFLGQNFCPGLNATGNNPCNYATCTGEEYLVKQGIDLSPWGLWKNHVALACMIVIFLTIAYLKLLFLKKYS
#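 Test system: ABCG2 IgMXP3 and barcoded ABCB1 CCRF-Adr cell mix; Schedule: cells with compound and JC-1, 10 min at 25 °C, rotating, no wash; Technique: flow cytometry of retained JC-1 fluorescence; Measure: % inhibition of efflux relative to nicardipine and DMSO; Controls: nicardipine high and DMSO low controls.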
# Pf gamet viab: P. falciparum stage V gametocyte viability inhibition | AID 743093 | P. falciparum stage V gametocytes, ATP luminescence, 24 h | actives 0.065% (n = 150,000) | inhibition, % at 10.9 µM;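 active means inhibition above the mean plus 3 SD of compounds within the control limits, set per campaign, cut at about 38% in these data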;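 further: 0% = DMSO wells and 100% = medium only without gametocytes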
# GSH fluor: GSH bead compound fluorescence profile. GSH beads flow cytometry, compound fluorescence 488/530 nm; active compounds read high. fluorescence (KMESF) at 10 µM. actives 0.25% (n = 190,000); in the data active means fluorescence above about 89;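 further: glutathione beads carrying GST-tagged Bcl family fusion proteins plus one bare bead set; values are compound well signal with DMSO vehicle wells as background; inactives centre near 16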
# Bim-Mcl-1: disrupts Bim peptide binding to human Mcl-1. Q07820. Bead-based flow cytometry, Bim peptide-Mcl-1 binding. inhibition, % at 10 µM. actives 0.1% (n = 190,000). AID 1009; in the data active means inhibition above about 40%;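 further: 0% = no compound tracer wells and 100% = peptide blocker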
# Mcl1-Noxa inh: Mcl-1/Noxa interaction inhibition; Q07820; TR-FRET Mcl-1/Noxa peptide binding, 2 h; inhibition, % at 21.7 µM; actives 1.5% (n = 220,000); AID 1022;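 active means compounds that cut the protein-peptide binding signal by more than 50% relative to plate controls in a single-dose test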;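 further: His-tagged Mcl-1 with rhodamine Noxa BH3 peptide and terbium anti-His antibody; 0% = Mcl-1 plus Noxa peptide wells and 100% = peptide-only wells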
# ABCB1 block: inhibitors of human ABCB1 transporter, ABCG2 counter-screen; inhibition, % at 6.6 µM; actives 0.067% (n = 190,000); P08183; CCRF-Adr cells, JC-1 efflux, flow cytometry; in the data active means inhibition above about 40%;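 further: 0% = vehicle and 100% = reference inhibitor; higher value means more JC-1 retained so stronger ABCB1 efflux block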
# Avidin bead fluor: avidin bead compound fluorescence profile; Avidin beads, compound fluorescence 488/530 nm, flow cytometry; active compounds read high; actives 0.38% (n = 220,000); fluorescence (KMESF) at 10 µM; in the data active means fluorescence above about 47; further: inactives centre near 10
# RGS8-Gao reg: human RGS8-Galphao interaction regulation | actives 0.34% (n = 220,000) | P09471 | multiplexed bead flow cytometry, RGS8-Galphao binding; actives lie on both sides | response (percent of control binding), % at 10 µM; in the data active means response below about 60% or above about 140%; inactive means in between;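 further: Galphao activated as the GDP aluminium fluoride complex binding bead-coupled RGS8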
# RGS4-Gao reg: modulates binding of RGS4 to human Galphao; P09471; Multiplexed bead flow cytometry; actives lie on both sides; binding response (% of control), % at 10 µM; actives 0.33% (n = 220,000); AID 1415; in the data active means binding response below about 49% or above about 150%; inactive means in between;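 further: fluorescent Galphao activated with aluminum fluoride binding bead-coupled RGS4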
# Mcl1-Bid inh: Mcl-1/Bid interaction inhibition; actives 0.97% (n = 220,000); TR-FRET Mcl-1/Bid-Dy647 peptide binding, 1536-well; inhibition, % at 21.7 µM; AID 1021;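 active means compounds that cut the binding signal by more than half at the single screening dose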;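 further: His-tagged Mcl-1 with europium anti-His antibody binding Bid BH3 peptide; 0% = Mcl-1 plus peptide wells and 100% = peptide-only wells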
# * marks the source's active call; other numbers are inactive results; u = inconclusive; x = not tested or not shown; [ ] = dose if it differs, or a comment. Hits appear at their usual frequency; 3.3% or so of the library scored in one or more.
SMILES,RGS7-Gao reg,ABCG2 inh,Pf gamet viab,GSH fluor,Bim-Mcl-1,Mcl1-Noxa inh,ABCB1 block,Avidin bead fluor,RGS8-Gao reg,RGS4-Gao reg,Mcl1-Bid inh
CCn1nnnc1-c1ccc(OC)c(S(=O)(=O)N2CCCCC2)c1,100,1,x,18,-2,-11,0.3,30,99,97,-4
O=C(NC(CCl)c1ccccc1)c1ccc(Cl)cc1 (stereo unspecified),96,1,-10,22,-1,8,1.0,8,98,97,-26
Cc1cc(/C=N/n2cnnc2)c(C)n1-c1ccc(C(=O)O)cc1,99,1,13,25,-2,5,0.5,15,103,100,-7
O=C1N/C(=C/c2ccco2)C(=O)N1Cc1ccccc1F,102,1,-21,7,-1,30,0.4,4,99,100,-83
COC(=O)c1ccccc1NC(=O)CSc1nc(NC(=O)c2ccccc2)c2c(C)c(C)oc2n1,98,4,11,28,-2,19,1.7,13,102,99,-18
CCCCOC(=O)CSCC(=O)Nc1cc(C)on1,94,-1,x,30,-5,12,-0.2,11,100,97,-22
CCCn1c(N)c(C(=O)CSc2ncc(C(F)(F)F)cc2Cl)c(=O)[nH]c1=O,u,7,25,14,-3,-18,0.4,9,100,101,-52
CCCNC(=O)Nc1ccc(C)cc1C,u,x,x,x,x,21,x,9,101,101,-36
COc1ccccc1NC(=O)Nc1cccnc1,95,2,-23,13,-5,14,0.4,11,101,96,-16
CC(C)CNC(=O)[C@H](Cc1ccccc1)NC(=O)c1ccco1,98,3,5,20,0,23,0.7,25,96,99,-28
CCc1ccc2oc(=O)cc(CN3CCN(CCO)CC3)c2c1,93,1,x,9,-1,9,0.2,12,102,94,-9
COc1ccc(N(C)C(=O)Nc2ccc3c(c2)nnn3C)cc1,103,6,-16,11,0,-7,0.4,6,107,104,-21
COCCn1c(C)cc(C(=O)CSc2nc(C)c(C)c(C)n2)c1C,100,9,-1,14,-1,-12,-2.5,10,101,101,-59
Cc1cc(Cl)ccc1OCCCC(=O)NCC1CCCO1 (stereo unspecified),99,4,x,14,-1,-7,0.5,39,99,100,-8
O=C(CCc1nnc(-c2ccc3c(c2)OCO3)o1)N1CCC(c2ccc(F)cc2)C1 (stereo unspecified),103,2,-6,8,-1,3,0.5,9,101,101,-8
COc1cccc(CNCCc2c[nH]c3ccccc23)c1OCc1ccccc1,102,26,17,7,24,-3,3.4,19,101,100,-47
COc1ccc(OC)c(NC(=O)CSc2nncc3ccc(OC)c(OC)c23)c1,u,x,-33,x,x,7,x,7,99,102,-62
CCOC(=O)C1=CSC2=NS(=O)(=O)CCN12,99,0,10,20,-2,6,0.1,8,99,97,8
Brc1ccc(-c2nc(-c3ccccn3)no2)o1,101,5,x,25,5,-2,0.3,14,101,98,-34
Cc1ccccc1NC(=O)c1ccc(F)c(S(=O)(=O)N2CCCCC2)c1,102,1,0,15,-1,7,0.6,13,101,99,1
O=C(CSc1ncn[nH]1)Nc1ccc2c(c1)OCCO2,103,2,-20,11,0,15,0.4,19,87,94,-23
CNC(=S)Nc1ccccc1-c1ccccc1,99,-2,-2,5,-6,10,0.1,2,104,100,-19
Cc1cc(C(=O)N/N=C/c2ccc3c(c2)OCO3)c(C)n1-c1ccc(F)cc1,85,14,14,11,4,7,0.1,5,87,87,-25
O=[N+]([O-])c1cccc(-c2cn3ccccc3n2)c1,110,20,4,12,-1,-6,0.6,14,104,104,-7
COc1ccc(NC(=O)c2cnc3sccn3c2=O)cc1,101,7,12,29,0,9,1.0,6,101,103,-8
CCOC(=O)/C(C#N)=C/c1ccc(SC)cc1,110,17,18,13,1,11,0.9,9,103,107,-11
Cc1nn2c(NCCOCCO)c3c(nc2c1-c1ccccc1)CCCC3,102,10,x,17,2,9,1.9,23,99,102,-30
CCC(=O)Nc1nnc(Cc2ccccc2)s1,97,2,x,16,-4,3,0.6,10,101,99,-19
O=S(=O)(NCc1ccccc1)c1ccc2c(c1)OCCO2,x,-1,x,17,0,-3,0.0,x,x,x,-22
Cc1ccc(NC(=O)/C(=C/C=C/c2ccccc2)NC(=O)c2ccccc2)cc1,101,2,8,16,-4,-6,0.1,20,103,102,7
CCN(CC)CCOC(=O)/C=C/c1ccccc1,u,x,-23,x,x,1,x,3,83,66,-7
CCn1nnc(NC(=O)c2cc(Cl)c(OC)c(Cl)c2)n1,99,29,x,21,1,6,0.5,32,98,99,3
O=C(COC(=O)c1ccc2ccccc2c1)Nc1ncc(C(F)(F)F)cc1Cl,99,1,-19,27,-1,0,0.4,7,102,101,-4
CSc1ccc(C2C(C#N)=C(N)Oc3c2ccc(=O)c2c(C)oc(C)c32)cc1 (stereo unspecified),254*[activator],2,5,159*,x,23,0.6,93*,132,180*[activator],-19
O=C(/C=C/c1cn(CC(O)CN2CCCCC2)c2ccccc12)c1cccs1 (stereo unspecified),110,2,26,16,-24,-53,3.9,2,99,106,-54
COC(=O)c1sccc1NC(=S)Nc1ccccc1,99,-2,-6,14,-6,14,-0.9,4,100,102,-3
Cc1ccc(C(=O)Nc2ccc(CN3CCS(=O)(=O)CC3)cc2)cc1C,u,x,-21,x,x,-5,x,6,107,102,0
O=C1CCCN1CCC1CCCCN1Cc1nc(COc2ccccc2)no1 (stereo unspecified),92,11,10,14,0,-2,1.0,1,95,90,-25
O=C1C2C3C=CC(C3)C2C(=O)N1c1ccc(N2CCN(c3ccccn3)CC2)c([N+](=O)[O-])c1 (stereo unspecified),90,16,-9,9,1,-14,5.6,11,100,91,-10
CCn1c2ccccc2c2cc(NC(=O)c3ccc(Br)o3)ccc21,101,16,14,28,-11,31,0.7,12,100,101,-4
COc1ccc(CN(CC2CCCO2)C(=O)CN2C(=O)COc3ccccc32)cc1OC (stereo unspecified),96,0,8,12,-1,-3,0.1,14,81,97,-6
CCOC(=O)c1cnc(SCc2ccccc2)nc1N,107,2,x,32,-1,15,0.2,17,104,102,-2
O=C(Nc1ccccc1)c1cccc(S(=O)(=O)Nc2ccccn2)c1,91,0,-9,10,0,3,0.0,6,101,98,-34
COc1cc(/C=C/C(=O)O)cc(S(=O)(=O)NCC2CCCO2)c1OC (stereo unspecified),u,x,12,x,x,-1,x,6,89,74,-9
CC(C)N(C(=O)CSc1ncnc2sc(-c3ccccc3)cc12)C(C)C,98,6,x,16,5,-3,2.6,4,100,100,-27
COc1cc(OC)cc(OCC(O)Cn2cnc3cc(C)c(C)cc32)c1 (stereo unspecified),100,13,x,18,-1,1,1.1,6,101,103,-19
N/C(=N\N=C\c1ccc2c(c1)OCO2)c1nonc1N,108,-10,x,21,0,22,-4.9,11,106,105,-2
COc1ccc(C2(C(=O)NCC3CCCO3)CCOCC2)cc1 (stereo unspecified),98,1,x,27,-1,4,0.4,34,100,101,3
O=C(NCc1ccco1)c1ccc(COCC(F)(F)F)cc1,102,3,x,57,1,12,0.2,8,102,104,-17
CCc1ccc(NC(=O)CSc2nnc(-c3cnccn3)n2Cc2ccco2)cc1,103,5,1,46,1,6,1.5,5,101,99,5
c1ccc(COc2ccc(OCCCCN3CCCC3)cc2)cc1,102,2,1,15,-3,19,1.9,23,104,101,-7
O=C(CCc1ccc(S(=O)(=O)NC2CCCCC2)cc1)NCc1cccnc1,98,4,x,14,0,-3,0.8,16,99,97,9
O=C(Nc1ccc2c(c1)OCO2)c1cc(C2CC2)on1,97,3,x,19,0,9,0.6,5,102,96,-25
CCCN1CCC(NC(=S)Nc2cccc(Cl)c2Cl)CC1,98,5,x,27,-1,-11,1.2,8,105,99,-82
CC(C)c1ccc2oc(=O)cc(CN3CCN(c4ccc(F)cc4)CC3)c2c1,109,0,5,47,1,-2,0.0,8,109,111,-8
CCCNC(=O)c1ccc(N(Cc2ccccc2)S(C)(=O)=O)cc1,81,7,x,45,0,-7,3.2,6,67,80,25
O=C(CNC(=O)c1ccc(F)cc1)N/N=C/c1cn[nH]c1-c1ccccc1,97,1,-2,9,-4,2,0.6,13,99,103,-20
Cn1cc(SCC(=O)N2CCN(c3ccccc3)CC2)c2ccccc21,99,2,x,14,0,-5,0.6,6,99,100,-34
COC(=O)CCC(NC(=O)c1cc(-c2ccc3c(c2)OCCO3)oc1C)C(=O)OC (stereo unspecified),101,76,4,23,-11,24,5.0,31,100,100,8
O=c1cc(-c2ccccc2)nc2c(-c3ccccc3)c(C(F)(F)F)[nH]n12,u,x,8,x,x,30,x,5,99,98,-28

# More entries.
SMILES,RGS7-Gao reg,ABCG2 inh,Pf gamet viab,GSH fluor,Bim-Mcl-1,Mcl1-Noxa inh,ABCB1 block,Avidin bead fluor,RGS8-Gao reg,RGS4-Gao reg,Mcl1-Bid inh
Cc1ccsc1/C=N/NC(=O)CO,91,0,-47,17,0,-4,0.0,6,89,96,-9
O=C(Nc1nnc(CCc2ccccc2)s1)c1ccco1,100,0,x,25,-3,-9,-0.1,13,98,98,-1
O=C(CSc1ccccc1C(=O)O)c1ccc([N+](=O)[O-])cc1,95,1,-1,19,1,27,-0.2,6,96,98,-11
CCCOc1ccc(S(=O)(=O)NCCCN2CCOCC2)c2ccccc12,99,1,3,34,-3,0,1.6,13,102,102,1
O=C1c2ccccc2C(Nc2ccc(F)cc2F)N1CCN1CCOCC1 (stereo unspecified),100,-1,x,20,-3,20,-1.2,8,105,99,-1
COc1cc(NC(=O)Cc2ccc(Cl)cc2)ccc1NC(=O)c1ccco1,99,4,x,58,-2,8,0.8,8,99,97,-6
C/C(CCC1CC(C)OC1=O)=N/Nc1nc(-c2ccccc2)cs1 (stereo unspecified),98,-1,x,9,-10,31,-0.2,2,80,94,-35
O=S(=O)(NCC1CCCO1)c1ccc(S(=O)(=O)N2CCc3ccccc3C2)cc1 (stereo unspecified),89,1,x,22,3,-5,0.5,4,94,95,-9
O=C(NC(NNc1ccc([N+](=O)[O-])cc1)(C(F)(F)F)C(F)(F)F)c1ccc(Cl)cc1,96,3,7,12,-2,27,0.4,8,102,100,21
COc1ccc(CCN2C(=O)CC(N3CCN(C/C=C/c4ccccc4)CC3)C2=O)cc1OC (stereo unspecified),u,x,-30,x,x,21,x,9,103,94,11

# Exported with two lines to a compound: part of the list above.
# Every second line gives: RGS7-Gao reg	ABCG2 inh	Pf gamet viab	GSH fluor	Bim-Mcl-1	Mcl1-Noxa inh	ABCB1 block	Avidin bead fluor	RGS8-Gao reg	RGS4-Gao reg	Mcl1-Bid inh
> COc1cc(NC(=O)Cc2ccc(Cl)cc2)ccc1NC(=O)c1ccco1
  99	4	x	58	-2	8	0.8	8	99	97	-6
> C/C(CCC1CC(C)OC1=O)=N/Nc1nc(-c2ccccc2)cs1 (stereo unspecified)
  98	-1	x	9	-10	31	-0.2	2	80	94	-35
> O=S(=O)(NCC1CCCO1)c1ccc(S(=O)(=O)N2CCc3ccccc3C2)cc1 (stereo unspecified)
  89	1	x	22	3	-5	0.5	4	94	95	-9

# Compound activity deposited in PubChem BioAssay by several laboratories.
